Screening results (PubChem)
CHT block = inhibits the human high affinity choline transporter. Q9GZV3. CHT-expressing cells, membrane potential dye, choline response; active compounds read low. B-score at 10 µM. 0.86% of 310,000 active. AID 488975;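 active = B-score over 3 SD under the library average, and starting fluorescence ratio not unusually high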;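 note: choline stimulus applied at its EC90 after an EC20 pre-addition; B-score computed on integrated fluorescence ratio after choline addition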
Target sequence (Q9GZV3 whole entry, looked up): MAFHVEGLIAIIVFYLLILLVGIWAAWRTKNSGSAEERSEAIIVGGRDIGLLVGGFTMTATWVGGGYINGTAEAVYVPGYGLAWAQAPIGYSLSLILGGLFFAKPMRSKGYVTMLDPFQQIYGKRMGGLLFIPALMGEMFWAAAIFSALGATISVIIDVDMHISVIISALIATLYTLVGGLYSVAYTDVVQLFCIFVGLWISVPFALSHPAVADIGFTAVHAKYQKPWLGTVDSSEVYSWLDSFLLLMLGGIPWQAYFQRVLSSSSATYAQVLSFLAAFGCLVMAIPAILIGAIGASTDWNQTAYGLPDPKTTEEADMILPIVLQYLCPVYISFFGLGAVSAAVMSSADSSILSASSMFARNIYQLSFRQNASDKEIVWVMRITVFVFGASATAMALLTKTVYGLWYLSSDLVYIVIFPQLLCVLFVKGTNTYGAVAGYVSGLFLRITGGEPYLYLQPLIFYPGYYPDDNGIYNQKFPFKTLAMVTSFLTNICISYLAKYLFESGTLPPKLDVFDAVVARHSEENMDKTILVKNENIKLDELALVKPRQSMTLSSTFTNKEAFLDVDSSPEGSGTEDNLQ
KCNQ2 block = KCNQ2 potassium channel inhibitors, primary screen, cell-based, CHO-K1, FluxOR thallium flux, B-score (AID 2156); O88943; B-score at 10 µM; 1.1% of 310,000 active; 20 min; active compounds read low;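 active = fluorescence ratio B-score at most minus 3 library SDs, with starting brightness B-score within 2 library SDs, cut at about -5.5 in these data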
* = called active by the depositor; i = inactive; · = not tested or not shown.

The opening 2 records (preview)
SMILES	CHT block	KCNQ2 block
CCOc1cc(C(=S)N2CCCC2)ccc1OC(=O)Cc1ccc(F)cc1	i	i
CCc1c(C)nc(SC)n(CC#N)c1=O	i	i

This part in full, previewed entries included:
SMILES	CHT block	KCNQ2 block
CCOc1cc(C(=S)N2CCCC2)ccc1OC(=O)Cc1ccc(F)cc1	i	i
CCc1c(C)nc(SC)n(CC#N)c1=O	i	i
COc1cc(OC)c(/C=N/N2CCN(c3ccccc3OC)CC2)c(OC)c1	i	i
CCC(C)(C)n1nnnc1C(c1cccc(C#N)c1)N1CCN(c2cccc(C)c2C)CC1 (configuration not stated)	i	i
Cc1cc(S(=O)(=O)N2CCCC(C)C2)ccc1-n1cnnn1 (configuration not stated)	i	i
CCc1ccc(NCc2ccc(OC)c(Cn3ccnc3)c2)cc1	i	i
COc1ccc(OC)c(C2SCCN2S(C)(=O)=O)c1 (configuration not stated)	i	i
COc1ccc(/C(C)=N/Nc2cc(C(F)(F)F)ccc2Cl)c(OC)c1	i	i
O=C(COC(=O)CNS(=O)(=O)c1ccc(F)c(F)c1F)NC1CCCC1	i	i
CC(=O)NC12CC3CC(C1)CC(C(=O)OCC(=O)c1ccc4c(c1)OCCO4)(C3)C2	i	i
COC(=O)c1ccc(-c2noc(CN(Cc3ccncc3)CC3CCCO3)n2)cc1 (configuration not stated)	i	i
O=c1oc(Cc2ccccc2)nc2ccccc12	i	i
O=C1CCCCN1CCCC(=O)N1CCCC(Nc2ccc(F)c(F)c2)C1 (configuration not stated)	i	i
CSc1ncc(Cl)c(C(=O)Nc2ccccc2Br)n1	i	i
CC(=O)N1N=C(c2ccc(C)o2)CC1c1ccc(F)cc1 (configuration not stated)	i	i
Cc1ccc(C)c(-n2cc(CNCCc3cnccn3)c(-c3ccccc3)n2)c1	i	i
CN(CCCNC(=O)C1CCN(S(=O)(=O)N2CCC3(CC2)OCCO3)CC1)Cc1ccccc1	i	i
CCCCCCc1cc2cc(-c3nnc(-c4ccccc4O)o3)c(=O)oc2cc1O	i	i
COc1cc(C(=O)N/N=C/c2ccc(OC(=O)N3CCOCC3)cc2)cc(OC)c1OC	i	i
Cc1cc(C(=O)COC(=O)c2ccc(Cl)c(S(N)(=O)=O)c2)c(C)n1C1CC1	i	i
C/C(=N/NC(=O)c1ccncc1)C1=C(O)CC(C)(C)CC1=O	i	i
O=[N+]([O-])c1ccc2cn(-c3ccccc3)nc2c1	i	i
CCCc1cc(NCCCn2ccnc2)n2nc(C)c(-c3ccccc3)c2n1	-7.1*	i
COc1ccc(NC(=O)COc2ccc(/C=N/n3c(C)nnc3C)cc2OC)cc1	i	i
O=C(Nc1cccc(S(=O)(=O)NC2=NCCCCC2)c1)c1cc(-c2ccccc2)nc2ccccc12	i	i
CCc1ccc(-c2cc(C)no2)cc1S(=O)(=O)Nc1ccc(Cl)cn1	i	i
COc1ccc(CNC(=O)COC(=O)/C=C/c2cccs2)cc1	i	i
O=C(c1ccc(F)cc1)N1CCN(C2CC3CCC2C3)CC1 (configuration not stated)	i	i
COc1ccc(-c2ccc(=O)n(CC(=O)NC3CCc4ccccc43)n2)cc1OC (configuration not stated)	i	i
Cc1ccc(/C=C/C(=O)Nc2nnc(C)s2)o1	i	i
Cc1ccc(NC(=O)CCCn2nc(C)c3c(C)n(-c4ccccc4)nc3c2=O)cc1C	i	i
COc1cccc(NS(=O)(=O)c2csc(C(N)=O)c2)c1	i	i
CCOC(=O)C1CCCN(C(=O)Cc2ccc(Cl)cc2)C1 (configuration not stated)	i	i
CC(=O)N[C@@H]1[C@@H](O)[C@@H]2OC(c3ccccc3)OC[C@H]2O[C@@H]1N=[N+]=[N-] (some centres not stated)	i	i
O=C(CSCc1ccc(Br)cc1)N1CCCC1	i	i
CCN(Cc1cc(=O)n2cc(Cl)c(C)c(Cl)c2n1)Cc1nc2ccccc2c(=O)[nH]1	i	i
Cc1csc(C(C)NC(=O)c2ccc(OC3CCN(CCc4ccccc4)CC3)cc2)n1 (configuration not stated)	-6.4*	i
COc1cc(Cl)c(C)cc1NC(=O)CCCn1c(=O)oc2ccccc21	i	i
CCN=C1S/C(=C\c2cc(Cl)c(OC)c(OC)c2)C(=O)N1CC	i	i
CCOC(=O)c1c(C)[nH]c(C(=O)Nc2ccc(C)c(Cl)c2)c1C	i	i
CN1CCN(NC(=O)C23CC4CC(CC(C4)C2)C3)CC1	i	i
CCOC(=O)C1=C(c2ccccc2)NC(SC)=C(C#N)C1c1ccco1 (configuration not stated)	i	i
CCOC(=O)C1CCN(c2ncnc3c2cnn3-c2ccc(Cl)cc2)CC1	i	i
COc1cccc(C(=O)Nc2cc(C(F)(F)F)ccc2Cl)c1	i	i
CS(=O)(=O)N(Cc1ccco1)CC(O)Cn1cc(C=O)c2ccccc21 (configuration not stated)	i	i
O=C(CSc1ccc(-c2ccco2)nn1)c1ccccc1	i	i
COc1cc2c(OC(C)=O)c3c(c(-c4ccc5c(c4)OCO5)c2cc1OC)C(=O)OC3	i	i
CC(C)NC(=O)C1CCCN(S(=O)(=O)c2ccc(-n3cnnn3)cc2)C1 (configuration not stated)	i	i
O=C(c1ccncc1)c1ccc(N2CCN(C3CC(=O)N(Cc4ccccc4)C3=O)CC2)cc1 (configuration not stated)	i	i
Cc1cccc(NC(=O)CCS(=O)(=O)c2cccc3nonc23)c1C	i	i

More results follow:
SMILES	CHT block	KCNQ2 block
Cc1cccc(C)c1NC(=O)c1cccnc1	i	i
O=C(NC1CC1)C1CCN(C2CCN(C(=O)c3c(F)cccc3Cl)CC2)CC1	i	i
COc1ccccc1NCC(=O)Nc1cc(S(=O)(=O)N2CCOCC2)ccc1N1CCOCC1	i	i
CCOC(=O)/C(=N\Nc1ccccc1)S(=O)(=O)c1ccccc1	i	i
CCCCN(CC)C(=O)c1cc2c(=O)[nH]c3ccc(C)cc3c2s1	i	i
CS(=O)(=O)N1CCN(C(=O)c2ccc(Cl)s2)CC1	i	i
CN(C)/C=C/C(=O)c1cnc(-c2ccccc2)s1	i	i
NC(=O)CN(c1ccc(Cl)cc1)S(=O)(=O)c1ccccc1	i	i
O=C1N=C(N2CCCC2)CN1c1ccccc1	i	i
CCC(=O)Nc1cccc(-c2nnc(-c3ccccc3)o2)c1	i	i
CCC(C)C(=O)Nc1cc(C(=O)OC)ccc1C(=O)OC (configuration not stated)	i	i
COC(=O)C1=C(C)NC(=O)/C1=C\N(C)C	i	i
O=C(O)c1ccccc1CSc1nc2ccccc2[nH]1	i	i
CC(C)(C)c1ccc(-c2ccc3c(c2)S(=O)(=O)c2ccccc2C3=O)cc1	i	i
CCOC(=O)c1sc2nc(CN3CCN(c4cccc(C(F)(F)F)c4)CC3)[nH]c(=O)c2c1C	i	i
CCC(C)NS(=O)(=O)c1ccc(OCC(=O)NCc2cccnc2)cc1 (configuration not stated)	i	i
CC1CCCN(S(=O)(=O)c2ccc(-c3ccc(=O)[nH]n3)o2)C1 (configuration not stated)	i	i
Cc1cccc(NC(=S)N(C)C2(c3ccccc3Cl)CCCCC2=O)c1 (configuration not stated)	i	i
Cc1ccc(-n2nnnc2SCC(=O)N2CCN(C(=O)c3ccco3)CC2)c(C)c1	i	i
COc1ccc(-n2cc(CNCCc3nc(C)cc(C)n3)c(-c3ccccc3Cl)n2)cc1	i	i
CC(C)(C)n1nc2c(c1NC(=O)c1cccc(C(F)(F)F)c1)CS(=O)C2 (configuration not stated)	i	i
Cc1cccc(C(C(=O)NC2CCCCC2)N(C(=O)c2csnn2)C2CC2)c1 (configuration not stated)	i	i
CS(=O)(=O)N(CC(=O)N1CCCCCC1)c1ccc(Cl)cc1	i	i
Cc1ccc(NC(=O)N2CCN(C/C=C/c3ccccc3)CC2)cc1	i	i
Cc1nn(Cc2ccccc2)c2c1C(c1ccccc1)C(C#N)=C(N)O2 (configuration not stated)	i	i

Structures listed so far shown as hits in CHT block:
SMILES	CHT block	KCNQ2 block
CCCc1cc(NCCCn2ccnc2)n2nc(C)c(-c3ccccc3)c2n1	-7.1*	i
Cc1csc(C(C)NC(=O)c2ccc(OC3CCN(CCc4ccccc4)CC3)cc2)n1 (configuration not stated)	-6.4*	i

Remaining list, next part:
SMILES	CHT block	KCNQ2 block
C=C(C)C1CC=C(CN2CCN(Cc3ccccc3)CC2)CC1 (configuration not stated)	i	i
Cc1nc(C(=O)NNC(=O)c2c(-c3c(Cl)cccc3Cl)noc2C)cs1	i	i
C/C=C\C=C\C(=O)N1CC2(CC(c3cccc(NC(=O)CC(c4ccccc4)c4ccccc4)c3)=NO2)C[C@H]1C(N)=O (some centres not stated)	i	i
CN1C(=O)CC(NNC(=O)c2ccccc2)C1=O (configuration not stated)	i	i
CC(=O)Nc1ccc(S(=O)(=O)N2CCN=C2SCc2ccc([N+](=O)[O-])cc2)cc1	i	i
O=[N+]([O-])c1cccc(-c2nnc3c4ccccc4c4ccccc4n23)c1	i	i
Cc1cc(C(=O)N2CCC(Cc3ccccc3)CC2)c(C)o1	i	i
CCOC(=O)c1c(C)nsc1NCc1ccccc1	i	i
COc1ccccc1N1CCN(C2=Nc3cccc4cccc2c34)CC1	i	-9*
Cc1cc(NC(=O)COC(=O)C2CCN(S(=O)(=O)c3cccc(Cl)c3Cl)CC2)no1	i	i
Cc1ccccc1Nc1nc(N)nc(CSc2nnc(-c3ccccc3)n2C)n1	i	i
O=C(CNC(=O)c1ccccc1)NC1(C(=O)NC2CCCC2)CCCCC1	i	i
CCCCN1C(N)=NC[C@@H]1Cc1ccccc1	i	i
CC1CCN(C(=O)CSc2nnc(-c3ccc(S(=O)(=O)N4CCOCC4)cc3)n2C)CC1	i	i
NC(=S)NC(=O)/C=C/c1ccccc1	i	i
Cc1cccc(-c2nnc(-c3ccccc3)o2)c1	i	i
Cc1cccc(NC(=O)Cn2c(C)c(C#N)c3ccccc32)c1C	i	i
Cc1c(NC(=O)C(C)N2C(=O)c3ccccc3C2=O)c(=O)n(-c2ccccc2)n1C (configuration not stated)	i	i
Cc1c(NC(=S)NC(=O)C2CCCCC2)c(=O)n(-c2ccccc2)n1C	i	i
CCOc1ccc(NC(=O)CCNS(=O)(=O)c2cccc3nsnc23)cc1	i	i
CN/N=C/c1ccc(C#N)cc1	i	i
CC(=O)Nc1nonc1NC(C)=O	i	i
COc1cc(OC)c2c(c1)C(=O)OC2OC (configuration not stated)	i	i
Cc1cc(C)c(S(=O)(=O)N2CCC3(CC2)OCCN3S(=O)(=O)c2cccs2)c(C)c1	·	i
CNC(=O)c1sc(-c2cccnc2)nc1C	i	i
COc1ccc(NC(=O)c2cc(-c3ccco3)nc3ccccc23)cc1S(=O)(=O)N1CCOCC1	i	i
O=C(Cn1nnc(-c2ccccc2-n2cnnn2)n1)c1ccccc1	i	i
CCCN(CC(=O)Nc1ccccc1C)C(=O)c1ccc(-c2ccccc2)cc1	i	i
COc1ccc(F)cc1CSc1nnnn1-c1ccc(O)cc1	i	i
NS(=O)(=O)c1ccc(CCNC(=O)CSc2nc3ccccc3c(=O)n2CCN2CCOCC2)cc1	i	i
O=C(CCc1ccccc1)Nc1nc2c(F)cc(F)cc2s1	i	i
C[C@]12CC[C@@H]3c4ccc(O)cc4CC[C@H]3[C@@H]1CC[C@@H]2OC(=O)CCC(=O)O	i	i
Cc1ccc(NC(=O)[C@H](CC(C)C)NC(=O)[C@@H]2Cc3ccccc3CN2)cc1	i	i
CCN(CC)c1ccc(N2C(=O)CSC2=S)cc1	i	i
O=C(Nc1ccc2c(c1)C(=O)OC2)c1ccc(C(F)(F)F)cc1	i	i
O=S(=O)(c1ccc(F)cc1)N1CCN=C1SCc1cccc(F)c1	i	i
COc1ccc(CC(=O)OC(C)C(=O)Nc2ccc(S(N)(=O)=O)cc2)cc1 (configuration not stated)	i	i
COc1ccc(/C=N/Nc2cc(C)nc3ccccc23)cc1	i	i
O=C(Nc1nc(-c2ccccn2)cs1)c1ncc(Cl)c(Cl)c1Cl	i	i
Cc1ccc(Cn2nc3c(cc2=O)CCc2ccccc2-3)cc1	i	i
Cc1cc(C)c(C)c(S(=O)(=O)N2CCC(C(=O)NCC(c3ccccc3)N(C)C)CC2)c1C (configuration not stated)	i	i
COc1cc(OC)cc(C(=O)N[C@H](C(=O)OCC(=O)Nc2ccc(OC)c(OC)c2)C(C)C)c1	i	i
O=C(COc1ccc2c(c1)CCC2)N1CCN(c2cccc(C(F)(F)F)c2)CC1	i	i
COC(=O)c1cc(OC)c(OC)cc1NC(=O)CN1C(=O)c2ccccc2C1=O	i	i
C/C(CC(=O)Nc1cccc2c1CCCC2)=N\NC(=O)c1ccccc1N	i	i
COc1cccc(CN2CC(C(=O)N3CCN(C(C)C)CC3)CCC2=O)c1 (configuration not stated)	i	i
COc1ccc(N2C(=O)CC(N(CCc3ccccc3)C(=O)/C=C/C(=O)O)C2=O)cc1 (configuration not stated)	i	i
O=C(CN1CCN(CC(=O)Nc2ccccc2F)CC1)Nc1ccc2c(c1)OCCO2	i	i
Cc1cc(N/N=C/c2ccccc2F)c2ccccc2n1	i	i
CC(C)C(=O)NNc1ccccc1	i	i
O=C(Nc1ccc(Cl)c(C(F)(F)F)c1)[C@@H]1CC=C[C@@H]2CCN(C3CC3)C(=O)[C@@H]21	i	i

Copied from above, 2 compounds:
SMILES	CHT block	KCNQ2 block
CC(C)C(=O)NNc1ccccc1	i	i
O=C(Nc1ccc(Cl)c(C(F)(F)F)c1)[C@@H]1CC=C[C@@H]2CCN(C3CC3)C(=O)[C@@H]21	i	i
